Screening data: PubChem, National Center for Advancing Translational Sciences (NCATS)
CXXC DNA block: inhibitors of human MLL CXXC domain-DNA interaction | Q03164 | MLL-CXXC / FITC-HOXA9 DNA fluorescence polarization | Potency, µM (series often up to 115 µM), inactives show at the highest dose activity change, negative = inhibition, usual class: inhibitors | 290,000 compounds, 0.037% hits; active = well fitted inhibition curve with a large enough effect in the polarisation, with a control signal flat, not every such curve was filed as active; inconclusive = small, poorly fitted or top-dose-only effect, or effect the other way, or a change in a side signal; inactive = no such curve, though single readings can be large or run the other way; the % refers to the polarisation; note: potency is the fitted concentration of half-maximal effect
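Purified MLL-CXXC (added from a 7 uM solution) was preincubated 5 min at ambient with pinned compounds in 50 mM Tris-HCl pH 7.5, 50 mM NaCl, 1 mM DTT, 0.05% BSA. Fluorescein-labeled HOX-A9 DNA (50 nM solution) followed, 30 min, then polarization read.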
Integrin act MD: activates integrin-mediated alleviation for muscular dystrophy; alpha7betagal myoblasts, beta-gal FDG fluorescence, 48 h; Potency, µM (highest dose often 38.3 µM), inactives show top-dose activation, hits mostly activators; 350,000 compounds, 0.064% hits;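 note: potency is the fitted concentration of half-maximal effect; 100% = response of the positive control SU9516; nearly all actives have a fitted effect of over 60% in size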
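alpha7betagal+/- myoblasts (passage 13, 250/well) treated 48 h at 37C with compounds at 1:260 dilution of DMSO stock. Lysed, then beta-galactosidase activity read as FDG fluorescence (ex 480/em 540) after 30 min, with pre-read for autofluorescence.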
KCNH2 3.1 block: inhibitors of human KCNH2 3.1 potassium channel isoform; U2OS KCNH2 3.1, thallium flux FluxOr; stronger effect = lower value; 340,000 compounds, 0.95% hits; activity change, % (tested at about 1.8 µM);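 active = maximum activity change below -70%; inconclusive = maximum activity change from -70% to -50%; inactive = maximum activity change above -50%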;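 note: thallium influx rate constant from kinetic fluorescence after stimulation buffer; % is set by controls: 0 for no effect and ±100 for the full control effect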
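Normalized rate constant (relative to positive and negative DMSO controls) derived from a 2 min kinetic fluorescence read after stimulation; U2OS cells expressing the 3.1 isoform via virus at 1.77 x 10^8 /mL.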
TRPV1 ag: agonists of human vanilloid receptor 1 (TRPV1); Q8NER1; TRPV1-expressing cells, Fluo-8 calcium influx, agonist mode; activation, % at 8.33 µM; 320,000 compounds, 0.19% hits; AID 540275; in the data active = activation above about 80%; inconclusive = between about 30% and that limit; note: 0% is about no effect
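TRPV1-expressing cells were cultured overnight at 35.5C and loaded with Fluo-8 calcium dye for 40 to 90 min at room temperature. After a 10 s baseline, compound was added and calcium influx was read kinetically for 3 min (ex 480/em 520 nm).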
hERG WT inh: KCNH2 (human, wildtype) channel inhibition; Q12809; 340,000 compounds, 0.37% hits; U2OS, BacMam KCNH2, thallium flux FluxOr; stronger effect = lower value; activity change, % at 1.84 µM;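 active = maximum activity change below -70%; inconclusive = maximum activity change between -70% and -50%; inactive = maximum activity change above -50%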; note: % is set by controls: 0 for no effect and ±100 for the full control effect
Target sequence (Q12809 whole entry, looked up): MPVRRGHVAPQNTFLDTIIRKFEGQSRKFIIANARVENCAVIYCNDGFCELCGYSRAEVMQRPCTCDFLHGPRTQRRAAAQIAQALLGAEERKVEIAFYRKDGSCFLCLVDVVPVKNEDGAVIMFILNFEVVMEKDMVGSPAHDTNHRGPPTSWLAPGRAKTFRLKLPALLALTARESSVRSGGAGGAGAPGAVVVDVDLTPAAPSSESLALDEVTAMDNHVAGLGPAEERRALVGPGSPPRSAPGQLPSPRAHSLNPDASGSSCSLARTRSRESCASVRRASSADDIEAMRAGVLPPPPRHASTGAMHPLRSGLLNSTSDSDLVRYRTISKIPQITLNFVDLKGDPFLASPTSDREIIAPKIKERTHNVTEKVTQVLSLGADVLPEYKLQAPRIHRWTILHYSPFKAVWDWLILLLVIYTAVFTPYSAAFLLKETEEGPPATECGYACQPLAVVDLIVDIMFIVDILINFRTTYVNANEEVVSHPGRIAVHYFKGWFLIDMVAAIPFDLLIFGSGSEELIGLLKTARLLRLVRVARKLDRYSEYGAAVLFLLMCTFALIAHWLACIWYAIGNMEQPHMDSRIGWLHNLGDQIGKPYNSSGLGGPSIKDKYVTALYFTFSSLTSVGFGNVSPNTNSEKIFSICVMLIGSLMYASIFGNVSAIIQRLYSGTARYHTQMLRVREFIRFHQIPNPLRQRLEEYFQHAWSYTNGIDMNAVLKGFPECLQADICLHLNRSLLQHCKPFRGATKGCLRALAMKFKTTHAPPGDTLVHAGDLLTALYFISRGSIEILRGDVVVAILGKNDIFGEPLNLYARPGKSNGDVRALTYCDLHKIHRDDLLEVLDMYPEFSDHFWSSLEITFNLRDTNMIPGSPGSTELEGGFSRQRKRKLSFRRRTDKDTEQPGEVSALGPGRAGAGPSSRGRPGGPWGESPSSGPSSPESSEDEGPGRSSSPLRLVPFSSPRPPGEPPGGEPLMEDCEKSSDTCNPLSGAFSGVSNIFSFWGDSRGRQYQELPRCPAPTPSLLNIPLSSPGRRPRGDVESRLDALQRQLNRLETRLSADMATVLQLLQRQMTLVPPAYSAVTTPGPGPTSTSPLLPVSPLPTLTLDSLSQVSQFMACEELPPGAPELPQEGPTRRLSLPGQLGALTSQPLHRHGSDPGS
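U2OS cells were transduced with wild-type KCNH2 virus (2.03 x 10^8 / mL) for 4 h at room temperature, then cultured overnight at 37 C. Thallium flux was read with FluxOr dye. Rate constants were normalized to DMSO controls.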
MBNL1 CUG block: inhibitors of human MBNL1 binding to CUG repeat RNA; AID 2675; 280,000 compounds, 0.036% hits; Potency, µM (series often up to 57.5 µM), inactives show at the top dose activity change, negative = inhibition, usual class: inhibitors; TR-FRET MBNL1-His/biotin-(CUG)12 binding, 665/545 ratio; active = well fitted inhibition curve with a large enough effect in the signal ratio, with a control signal flat, not every such curve was filed as active; inconclusive = small, poorly fitted or top-dose-only effect, or effect the other way, or a change in a side signal; inactive = no such curve, though single readings can be large or run the other way; the % refers to the signal ratio; note: potency is the fitted concentration of half-maximal effect; % is set by controls: 0 for no effect and ±100 for the full control effect
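MBNL1-His + Biotin-(CUG)12, cpd titration 92 nM–58 uM; Tb anti-His Ab 0.055 ng/ul, SA-XL665 5 nM (final); 60 min RT; ratiometric 665/545 nm, Ex 340 nm; normalized to buffer and full-complex controls.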
ASM inhibitor: human S-ASM enzyme inhibition; P17405; Potency, µM (highest dose often 57.5 µM), inactives show at the top dose activity change, negative = inhibition, hits mostly inhibitors; placental ASM, HMU-PC fluorogenic substrate, 60 min; 340,000 compounds, 0.006% hits; AID 504937; note: potency is the fitted concentration of half-maximal effect
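Human placenta-derived ASM preincubated with compound 10 min at room temperature, then reacted with 9 uM (final) fluorogenic HMU-PC substrate for 60 min at 37 C. Stop solution raises pH to 10; fluorescence read at Ex 386/Em 447 nm.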
A-T KAP1 phos: potential ataxia-telangiectasia treatments restoring KAP-1 phosphorylation; […] A-T fibroblasts, KAP-1 phosphorylation AlphaLISA; neocarzinostatin DNA damage 30 min before lysis; Potency, µM (titrated, usually from 57.5 µM), for the others: at the highest dose activation, actives largely listed as activators; 320,000 compounds, 0.19% hits; AID 485349; note: potency is the fitted concentration of half-maximal effect; % of control where 0% means no effect; nearly all actives have a fitted effect of over 45% in size
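ATM-like activity read as KAP-1 phosphorylation via AlphaLISA donor/acceptor antibody pairs after lysis and 6 hr at 25C. Cells were ATM-null patient fibroblasts ([…], hTERT), dosed 60 min, then exposed to the DSB inducer NCS for 30 min.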
GALK inh: galactokinase (human) inhibition; P51570; Purified GALK, Kinase-Glo residual ATP luminescence; Potency, µM (titrated, usually from 57.5 µM), without a hit: at the highest dose activity change, negative = inhibition, usual class: inhibitors; 270,000 compounds, 0.007% hits; AID 1868; note: potency is the fitted concentration of half-maximal effect; % is set by controls: 0 for no effect and ±100 for the full control effect
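Compounds were pin-transferred into ATP buffer (35 uM final), then GALK plus galactose (5 nM, 100 uM final) was added. After 1 h at room temperature, Kinase-Glo Plus was added and luminescence read after 10 min.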
FBPA coupling cs: counter-screen for Giardia aldolase inhibitors: coupling enzyme system | coupling enzyme system counterscreen, AmpLite Red fluorescence | activity change, negative = inhibition, % at 58.2 µM, hits read low | 290,000 compounds, 0.67% hits | AID 2472; in the data active = activity change below about -30%; note: % is set by controls: 0 for no effect and ±100 for the full control effect
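Counterscreen lacking aldolase: glyceraldehyde-3-phosphate coupling-enzyme reagent preincubated 10 min at RT with compound (at 57.5 uM final), then substrate/coupling system with AmpLite Red added; fluorescence read at 525/598 nm after 20 min RT.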
* marks the source's active call; other numbers are inactive results; ? = inconclusive; nt = not tested or not shown; [ ] = another dose, or the depositor's remark. Unless noted, calls come from the whole dose curve; as a rule, active = well fitted curve in the direction sought with a large enough effect; inconclusive = small, poorly fitted or top-dose-only effect, or another doubt; inactive = no such curve, though single readings can be large; an effect the other way counts as inactive or inconclusive.

SMILES | CXXC DNA block | Integrin act MD | KCNH2 3.1 block | TRPV1 ag | hERG WT inh | MBNL1 CUG block | ASM inhibitor | A-T KAP1 phos | GALK inh | FBPA coupling cs
CCCCCn1c(C(Cc2ccccc2)NC(=O)COC)nc2ccccc21 (stereo not drawn) | -1% | 14% | -1 | ? | 2 | 0% | 1% | 4% | -2% | 0
CCOC(=O)c1c(C)c(C)n(Cc2cccc(OC)c2OC)c1C | 1% | -12% | 10 | 9 | -5 | 10% | 0% | -10% | nt | 0
CS(=O)(=O)c1ccc(-c2sc3ccccc3c2C(=O)NCCCN2CCOCC2)cc1 | nt | 9% | -2 | nt | 0 | nt | -7% | 7% | nt | nt
COCCNC(=S)N/N=C/c1ccc2c(c1)OCCO2 | 2% | -10% | -2 | -2 | 9 | 9% | -3% | 12% | 9% | 4
O=c1c2ccccc2oc2nc(C3CCCCC3)n(Cc3ccco3)c(=O)c12 | -5% | -11% | 0 | 1 | 0 | 8% | -1% | 21% | 1% | 6
CCn1c(C2CC(=O)N(Cc3ccccc3)C2)nc2ccccc21 (stereo not drawn) | 9% | -18% | 7 | 6 | -2 | -8% | 4% | 5% | 1% | 5
CN(CCNC(=O)C1(O)c2ccccc2NC(=O)N1c1ccccc1)Cc1ccccc1 (stereo not drawn) | 3% | 2% | 1 | -2 | -4 | -7% | 0% | -3% | 1% | 3
N=c1oc2ccc(Cl)cc2cc1C(=O)Nc1ccc(F)cc1 | -6% | 0% | 1 | -2 | -10 | -1% | 6% | 9% | 2% | 1
O=C1CCCN1c1ccc(S(=O)(=O)NCc2ccc(F)cc2)cc1 | -1% | 3% | 2 | 8 | 1 | 0% | 0% | -2% | -1% | 3
N#CC(=C1C=CC(=NO)C(Cl)=C1)c1ccc(Cl)cc1 | nt | -59%[inhibitor] | -14 | nt | -4 | nt | -16% | nt | nt | nt
Cc1cccc(Oc2ccccc2N)c1 | 2% | 0%[7.66 µM] | -11 | -3 | -46 | -2% | 6% | 1% | 0% | 1
Cc1cc(C)c(S(=O)(=O)c2ccccc2C)c(Oc2ccccc2)n1 | 9% | 1% | 3 | 27 | -4 | 1% | -1% | 4% | -3% | 5
CCN(CC)c1ccc(/C=N/NC(=O)c2cccc(S(=O)(=O)Nc3ccccc3OC)c2)cc1 | 27% | -2% | -2 | 12 | -4 | 46%[activator] | 20% | 2% | 0% | -1
O=C(OCC(=O)N1CCN(c2ccccc2)CC1)c1ccccc1[N+](=O)[O-] | nt | -3% | 8 | 3 | -23 | nt | -2% | 2% | nt | nt
O=S(=O)(c1cccc(Br)c1)N1CCN(c2ccnc3cc(Cl)ccc23)CC1 | 5% | -32% | nt | 3 | 34 | 5% | -7% | 2% | -5% | nt
COc1cc2c(cc1OC)N1C(=O)CC(OCC(=O)O)C3C4CC5(CCN5C(=O)C4=O)C2C31 (stereo not drawn) | -2% | 17% | 33 | 20 | 0 | ? | 2% | -2% | -1% | 0
O=C(CNC(=O)c1cccc(F)c1)N/N=C/C=C/c1ccccc1 | 3% | ? | -17 | 3 | nt | 21% | 3% | 4% | -3% | 4
COc1ccccc1Oc1nc(-c2cccnc2)nc2ccccc12 | 6% | 0% | -4 | ? | -21 | 5% | 2% | 5% | 0% | -4
N#Cc1ccc(Oc2ccc(C(F)(F)F)cc2NC(=O)c2ccc(F)cc2)cc1 | 7% | 43% | ? | 3 | -35 | -6% | -6% | 2% | nt | -1
COc1cc(NC(=O)N2CCOCC2)cc(OC)c1 | 11% | -7% | 7 | 6 | 5 | -4% | 0% | -3% | -2% | 0
Cc1cccn2c(=O)nc(SCC(=O)NC3CCCCC3)nc12 | nt | 1% | -12 | 3 | 0 | nt | -2% | 1% | nt | nt
COc1ccccc1-c1nn2c(-c3ccco3)nnc2s1 | 6% | -1% | 3 | 13 | 1 | 21% | -1% | 10% | 1% | 2
CC(C)CN1CCN(CCCOC(=O)Nc2cccc3ccccc23)CC1C (stereo not drawn) | nt | -34% | -10 | nt | 17 | nt | 5% | nt | nt | nt
CN(CCCNC(=O)c1ccc(CS(=O)c2ccc(Br)cc2)o1)Cc1ccccc1 (stereo not drawn) | 31%[activator] | -5% | -11 | 1 | 17 | 1% | 2% | 0% | -6% | nt
O=C(Cn1nnc(-c2cccc(C(F)(F)F)c2)n1)NC(=O)NCc1ccco1 | 1% | 2% | 19 | 0 | 9 | -3% | 1% | 17% | 3% | -4
Cc1c(C(=O)N2CCN(c3ccccc3)CC2)sc2ncnc(N3CCC(C)CC3)c12 | 4% | nt | nt | 21 | nt | 3% | nt | -4% | -1% | -3
C/C(=N\NC(=O)C1CC1)c1ccc(C)cc1C | nt | ? | 5 | nt | 2 | nt | 6% | nt | nt | nt
O=C(CCN1CCOCC1)c1ccc(Br)cc1 | 60%[activator] | -50%[inhibitor] | -5 | 1 | -17 | -8% | 0% | 5% | 3% | 0
COc1ccccc1C(=O)N/N=C/C(C)=C/c1ccccc1 | -10% | -13% | -11 | 9 | 12 | ? | -3% | -2% | 2% | 0
CCOc1ccc(-n2ccnc2SCC(=O)NCc2ccc3c(c2)OCO3)cc1 | 0% | 10% | -9 | ? | 1 | -7% | -1% | 0% | -4% | -1
CS(=O)(=O)N1CCN(c2ccccc2NC(=O)c2cccnc2)CC1 | -2% | 20% | -2 | 0 | -10 | -3% | 3% | 2% | 0% | -1
CN1/C(=C\C(=O)Nc2ccc(Br)cc2)C(C)(C)c2ccccc21 | -2% | 1% | 2 | 1 | -1 | -4% | -11% | -5% | nt | -2
COc1ccccc1N1CCN(C2CCCN(C(=O)Cn3cccn3)C2)CC1 (stereo not drawn) | 3% | -14% | -1 | -7 | -10 | -8% | 2% | 11% | -6% | nt
CCCCN1C(=O)NC2NC(=O)NC21 (stereo not drawn) | 3% | 10% | 4 | 3 | 11 | 5.6µM* | 3% | -7% | 1% | 5
CN(C)/C=C1/OC(=O)C(C#N)=C1c1ccc(Cl)cc1 | 13% | 15% | 6 | -1 | -10 | 8% | 152%[activator] | -27% | 0% | 3
CCCCc1c(C)c2cc(C)ccc2[nH]c1=O | 4% | 20% | -35 | -2 | 2 | 3% | -4% | 5% | -3% | 1
O=C(CSc1nnc(CNc2ccc(F)cc2)o1)N1CCN(C(=O)c2ccco2)CC1 | -1% | 0% | 6 | -4 | 2 | 10% | 2% | 4% | -3% | -1
CC1(C)Cc2cccc(Oc3ccc(S(=O)(=O)N4CCCC4)cn3)c2O1 | 25% | -11% | -4 | -1 | 4 | -9% | -2% | 10% | -2% | 3
COc1cccc(/C=N/NC(=O)CNC(=O)C(c2ccccc2)c2ccccc2)c1O | 10% | -12% | 0 | 4 | -8 | 9% | 45% | -13% | 1% | -6
CCOC(=O)c1c(CN(CC)CC)oc2ccc(OC)cc12 | -1% | 1% | -6 | 7 | -8 | 35%[activator] | 1% | -1% | -3% | 2
N#Cc1ccc(CSc2nc(N)cc(N)n2)cc1 | -3% | -22% | 19 | -3 | 7 | -1% | 9% | 12% | nt | -1
O=C1C(Nc2cccc(O)c2)=C(N2CCCCC2)C(=O)c2ccccc21 | -12% | -46%[inhibitor] | -1 | 11 | -26 | ? | -25% | -9% | 4% | -51*
CCN(CC(=O)NCc1ccc(F)cc1)C(=O)/C=C/c1cc(OC)ccc1OC | 0% | -1% | 3 | -5 | -3 | 11% | nt | 20% | -4% | 2
CC(C)(C)[C@@H]1C=C(C(=O)N2CCN(Cc3ccc4c(c3)OCO4)CC2)O[C@H](OCc2ccc(CO)cc2)C1 | 21% | 14% | nt | 22 | nt | 14% | -3% | -7% | -1% | -2
CC(C)c1nnc(NC(=O)CCC(=O)N2CCC(Cc3ccccc3)CC2)s1 | 0% | 4% | 16 | 12 | 3 | 2% | -2% | 15% | -2% | nt
Cc1c(C(=O)NN2CCN(C)CC2)cccc1[N+](=O)[O-] | 0% | -16% | 9 | nt | -16 | 1% | -3% | -8% | 0% | -2
COc1ccc(-c2ncccc2O)cc1 | -17% | 4% | 5 | 1 | 2 | 18% | 7% | nt | 2% | -1
C/C=C/C(=O)OCC(=O)Nc1cccc(S(=O)(=O)NC2=NCCCCC2)c1 | 7% | -47%[inhibitor] | 4 | 0 | 2 | -6% | -2% | 7% | 1% | 3

Compounds as they come (roughly 2% active in at least one column).
